Mac1 fbg inh – inhibitors of CD11b/CD18 adhesion to fibrinogen, primary screen, K562 cells, luminescence | ATPlite luminescence; Mn2+ added to activate the integrin | Integrin beta-2 (Homo sapiens) + Integrin alpha-M (Homo sapiens), P05107+P11215 | inhibition, % at 10 µM | hit rate 0.54% among 93,000;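 active = primary inhibition of 50% or more at 10 µM, then 40% or more on retest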; also: some results filed as inactive read as strong as hits
Target sequence (P05107 whole entry, looked up, other chains not shown): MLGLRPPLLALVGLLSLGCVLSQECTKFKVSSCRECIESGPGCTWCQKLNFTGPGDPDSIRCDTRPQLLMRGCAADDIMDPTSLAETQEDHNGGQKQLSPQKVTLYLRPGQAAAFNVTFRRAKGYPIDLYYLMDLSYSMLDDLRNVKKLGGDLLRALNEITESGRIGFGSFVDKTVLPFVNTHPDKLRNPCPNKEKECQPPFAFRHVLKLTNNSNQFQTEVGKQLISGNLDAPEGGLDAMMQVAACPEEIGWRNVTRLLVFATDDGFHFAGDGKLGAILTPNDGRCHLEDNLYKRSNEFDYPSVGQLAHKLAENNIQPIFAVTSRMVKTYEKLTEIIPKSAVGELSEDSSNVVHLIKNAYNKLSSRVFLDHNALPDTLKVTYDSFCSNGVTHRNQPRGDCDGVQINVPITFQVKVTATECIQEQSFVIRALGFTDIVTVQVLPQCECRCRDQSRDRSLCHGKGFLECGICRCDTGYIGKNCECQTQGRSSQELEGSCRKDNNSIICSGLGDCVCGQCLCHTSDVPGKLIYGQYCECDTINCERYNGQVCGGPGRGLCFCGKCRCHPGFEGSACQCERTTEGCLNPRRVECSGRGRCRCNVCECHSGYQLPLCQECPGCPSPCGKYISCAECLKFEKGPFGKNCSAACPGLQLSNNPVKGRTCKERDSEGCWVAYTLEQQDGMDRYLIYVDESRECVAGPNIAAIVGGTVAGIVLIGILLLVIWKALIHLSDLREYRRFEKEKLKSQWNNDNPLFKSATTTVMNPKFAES
PLAP activator – PLAP enzyme activators, biochemical, luminescence, HTS. Alkaline phosphatase, placental type (Homo sapiens), P05187. purified PLAP enzyme, luminescent substrate read-out; hits give high values. activation fold at 20 µM. hit rate 1.2% among 96,000. AID 696, 2007; in the data active = activation fold above about 2
Ecoli WT expand – growth inhibitors of wild-type E. coli, primary screen, strain BW25113, expanded library, OD600. OD600 absorbance. growth inhibition, % at 100 µM. hit rate 0.15% among 98,000. AID 710, 2007;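 active = growth inhibition above about 50% at one test dose, limit read from the data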;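 also: growth measured after 20 h incubation at 37 °C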
MT1-MMP txn act – MT1-MMP promoter reporter activation – cell-based, luciferase luminescence, primary screen | HT1080 MT1-MMP promoter luciferase reporter, overnight; hits give high values | activation factor at 10 µM | hit rate 0.16% among 86,000;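 active = activation factor of at least 2 for MT1-MMP transcription at 10 µM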
ERa SRC1 inh – ERα–SRC-1 coactivator interaction inhibitors, primary screen, biochemical, TR-FRET, ERα LBD, estradiol-bound | Estrogen receptor (Homo sapiens), P03372 | TR-FRET ER-alpha LBD / SRC-1 peptide | inhibition, % at 25.6 µM | hit rate 1.7% among 86,000 | AID 629, 2007; in the data active = inhibition above about 50%;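 also: 0% = receptor plus peptide control and 100% = peptide only without receptor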
ERb SRC1 inh – inhibitors of ERβ-SRC1 coactivator interaction, primary screen, biochemical, TR-FRET, ERβ LBD, SRC-1 peptide | Estrogen receptor beta (Homo sapiens), Q92731 | TR-FRET ER-beta LBD / SRC1-Cy5 peptide binding; receptor agonist-loaded with 1 µM estradiol | inhibition, % at 25.6 µM | hit rate 1.3% among 86,000;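 active = compounds whose percent inhibition of the receptor-coactivator binding signal exceeds about 50% in the single-dose screen, limit read from the data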;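 also: 0% = receptor plus peptide wells without compound and 100% = peptide-only wells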
FAK inh – FAK kinase inhibitors, primary screen, biochemical; biochemical FAK kinase activity assay; hit rate 0.84% among 97,000; Focal adhesion kinase 1 (Homo sapiens), Q05397; inhibition, %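 (tested at 7 µM)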; AID 727, 2007; in the data active = inhibition above about 19%;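 also: 0% = DMSO and 100% = reference compound high control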
ERa SRC1 pot – enhancers of ERα–SRC-1 coactivator binding, primary screen, biochemical, TR-FRET, ERα LBD, low estradiol; TR-FRET ERalpha-LBD/SRC-Cy5 coactivator binding, 2 h; 100 = basal binding, no effect; Estrogen receptor (Homo sapiens), P03372; hit rate 1.3% among 86,000; coactivator binding (% of control), % at 25.6 µM; AID 639, 2007; in the data active = activity above about 200%;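 also: binding measured in presence of low estradiol as agonist stimulus; 0% = peptide alone without receptor and 100% = receptor with peptide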
CD11b adhes enh – enhancers of CD11b/CD18 adhesion to fibrinogen, primary screen, K562 cells, luminescence; hit rate 0.07% among 93,000; activation, % at 10 µM; ATPlite luminescence;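 active = 10 µM primary screen giving 50% or more activity, confirmed by 40% or more on retest at that dose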; also: strong numbers were not always called active; reference of the scale not given here
Starred values were filed as active, the others as inactive; [ ] = remark or other dose.

`O=P(O)(CP(=O)(c1ccccc1)c1ccccc1)c1ccccc1` gave Mac1 fbg inh 12, PLAP activator 1, Ecoli WT expand -1, MT1-MMP txn act 1.1, ERa SRC1 inh 0, ERb SRC1 inh -6, FAK inh 3, ERa SRC1 pot 135 and CD11b adhes enh -4.
CSc1nc2sc3c(c2c2nncn12)CCC3 was read as MT1-MMP txn act 1.2, ERa SRC1 inh 14, ERb SRC1 inh 29 and ERa SRC1 pot 76.
Screening CCOC(=O)c1ccc2ncc(C(=O)OCC)c(NCCN(C)C)c2c1 returned MT1-MMP txn act 1, ERa SRC1 inh 1, ERb SRC1 inh -4, FAK inh 7 and ERa SRC1 pot 107.
For CCNc1nc(NCC)nc(Oc2ccc(OCC)nn2)n1 the results were Mac1 fbg inh -2, PLAP activator 0.9, Ecoli WT expand 3, MT1-MMP txn act 1.2, ERa SRC1 inh -11, ERb SRC1 inh 1, ERa SRC1 pot 115 and CD11b adhes enh 0.
`Cc1cc(NC(=O)CCC(=O)N(c2cccc(F)c2)C(C(=O)NC2CCCC2)c2ccncc2)no1` (stereo unspecified) gave Mac1 fbg inh -2, PLAP activator 1, Ecoli WT expand -3, MT1-MMP txn act 1, ERa SRC1 inh 5, ERb SRC1 inh 9[fluorescence artefact?], ERa SRC1 pot 116 and CD11b adhes enh -5.
`COc1ccccc1C1(O)CCN(CC(=O)Nc2c(C)nn(C)c2C)CC1` gave Mac1 fbg inh 3, PLAP activator 1.4, Ecoli WT expand 7, MT1-MMP txn act 1.1, ERa SRC1 inh -2[fluorescence artefact?], ERb SRC1 inh -2[fluorescence artefact?], ERa SRC1 pot 103 and CD11b adhes enh -7.
CCOC(=O)N1CCC(c2cc(=O)n3[nH]cc(C(=O)OC)c3n2)CC1 was read as Mac1 fbg inh -8, PLAP activator 1.1, Ecoli WT expand -13, MT1-MMP txn act 1, ERa SRC1 inh -1, ERb SRC1 inh 4, FAK inh 3, ERa SRC1 pot 111 and CD11b adhes enh 4.
For Cc1nc(CNS(=O)(=O)c2cccc(F)c2)cs1 the results were Mac1 fbg inh -14, PLAP activator 1, MT1-MMP txn act 1, ERa SRC1 inh 25, ERb SRC1 inh 18, FAK inh -2, ERa SRC1 pot 92 and CD11b adhes enh -1.
`Cc1c(NC(=O)CSc2nccn2C)c(=O)n(-c2ccccc2)n1C` gave Mac1 fbg inh 7, PLAP activator 1, Ecoli WT expand -16, FAK inh 0 and CD11b adhes enh 0.
`CN(CC(=O)NC(=O)NCc1ccco1)Cc1nc2ccccc2c(=O)[nH]1` gave Mac1 fbg inh 0, PLAP activator 2.3*, Ecoli WT expand 6, MT1-MMP txn act 1, ERa SRC1 inh 61*, ERb SRC1 inh 43, ERa SRC1 pot 71[fluorescence artefact?] and CD11b adhes enh 8.
Screening CCCCN(Cc1ccccc1)C(=O)C1CCCN(S(=O)(=O)c2cnc[nH]2)C1 (stereo unspecified) returned Mac1 fbg inh 0, PLAP activator 1.7, Ecoli WT expand 5, MT1-MMP txn act 1.1, ERa SRC1 inh 2, ERb SRC1 inh 6, FAK inh 2, ERa SRC1 pot 102 and CD11b adhes enh 0.
Screening CCc1nnc(NS(=O)(=O)c2ccc(N=Cc3c(C)[nH]n(-c4ccc(C)cc4)c3=O)cc2)s1 returned Mac1 fbg inh -6, PLAP activator 1.3, Ecoli WT expand 35, FAK inh -10 and CD11b adhes enh 3.
For CC(=O)c1cccc(N(C(=O)c2ccccn2)C(C(=O)NC2CCCCC2)c2cccs2)c1 (stereo unspecified) the results were Mac1 fbg inh 15, PLAP activator 1.4, Ecoli WT expand -1, FAK inh -6 and CD11b adhes enh 3.
For COc1ccc(Cn2nnnc2C(C(C)C)N(Cc2ccco2)Cc2cccs2)cc1 (stereo unspecified) the results were Mac1 fbg inh -20, PLAP activator 1, Ecoli WT expand -21, MT1-MMP txn act 1.8, ERa SRC1 inh -3, ERb SRC1 inh 1, FAK inh -2, ERa SRC1 pot 114 and CD11b adhes enh -1.
`CC1CCCN(c2nc3ccccc3nc2C(C#N)S(=O)(=O)c2ccccc2)C1` (stereo unspecified) gave Mac1 fbg inh 37, PLAP activator 1.1, Ecoli WT expand -11, MT1-MMP txn act 1.1, ERa SRC1 inh 16[fluorescence artefact?], ERb SRC1 inh 31[fluorescence artefact?], FAK inh -4, ERa SRC1 pot 101[fluorescence artefact?] and CD11b adhes enh -5.
`c1cncc(Nc2nc(-c3ccncc3)cs2)c1` gave Mac1 fbg inh -2, PLAP activator 0.8, Ecoli WT expand 7, MT1-MMP txn act 1.1, ERa SRC1 inh 1, ERb SRC1 inh -5[fluorescence artefact?], ERa SRC1 pot 129 and CD11b adhes enh 3.
CCC1(C)Cc2ccccc2-c2nc3n(c(=O)c21)CCCCC3 (stereo unspecified) was read as Mac1 fbg inh -4, PLAP activator 1, Ecoli WT expand 2, MT1-MMP txn act 1, ERa SRC1 inh -6, ERb SRC1 inh -4, ERa SRC1 pot 95 and CD11b adhes enh 3.
CC(=O)c1c(NCCc2ccccc2)cc(C)oc1=O was read as Mac1 fbg inh -9, PLAP activator 1.1, Ecoli WT expand 7, MT1-MMP txn act 1, ERa SRC1 inh -3, ERb SRC1 inh -3, FAK inh -2, ERa SRC1 pot 107 and CD11b adhes enh 0.
`O=C(NC(=O)c1cccc(OC(F)(F)C(F)F)c1)OC1CCS(=O)(=O)C1` (stereo unspecified) gave Mac1 fbg inh 4, PLAP activator 1.3, Ecoli WT expand 6, MT1-MMP txn act 1.3, ERa SRC1 inh -3, ERb SRC1 inh -4, ERa SRC1 pot 110 and CD11b adhes enh -3.
Screening O=C(CCN1C(=O)C2C3C=CC(C3)C2C1=O)NCCc1ccccc1Cl (stereo unspecified) returned Mac1 fbg inh 9, PLAP activator 1.2, Ecoli WT expand -5, MT1-MMP txn act 1.1, ERa SRC1 inh 4[fluorescence artefact?], ERb SRC1 inh -4, FAK inh 2, ERa SRC1 pot 110 and CD11b adhes enh -3.

Structures above with an aryl methoxy group (2):
`COc1ccccc1C1(O)CCN(CC(=O)Nc2c(C)nn(C)c2C)CC1` gave Mac1 fbg inh 3, PLAP activator 1.4, Ecoli WT expand 7, MT1-MMP txn act 1.1, ERa SRC1 inh -2[fluorescence artefact?], ERb SRC1 inh -2[fluorescence artefact?], ERa SRC1 pot 103 and CD11b adhes enh -7.
For COc1ccc(Cn2nnnc2C(C(C)C)N(Cc2ccco2)Cc2cccs2)cc1 (stereo unspecified) the results were Mac1 fbg inh -20, PLAP activator 1, Ecoli WT expand -21, MT1-MMP txn act 1.8, ERa SRC1 inh -3, ERb SRC1 inh 1, FAK inh -2, ERa SRC1 pot 114 and CD11b adhes enh -1.

The main list resumes, repeating the three entries before the break.
CC(=O)c1c(NCCc2ccccc2)cc(C)oc1=O was read as Mac1 fbg inh -9, PLAP activator 1.1, Ecoli WT expand 7, MT1-MMP txn act 1, ERa SRC1 inh -3, ERb SRC1 inh -3, FAK inh -2, ERa SRC1 pot 107 and CD11b adhes enh 0.
`O=C(NC(=O)c1cccc(OC(F)(F)C(F)F)c1)OC1CCS(=O)(=O)C1` (stereo unspecified) gave Mac1 fbg inh 4, PLAP activator 1.3, Ecoli WT expand 6, MT1-MMP txn act 1.3, ERa SRC1 inh -3, ERb SRC1 inh -4, ERa SRC1 pot 110 and CD11b adhes enh -3.
Screening O=C(CCN1C(=O)C2C3C=CC(C3)C2C1=O)NCCc1ccccc1Cl (stereo unspecified) returned Mac1 fbg inh 9, PLAP activator 1.2, Ecoli WT expand -5, MT1-MMP txn act 1.1, ERa SRC1 inh 4[fluorescence artefact?], ERb SRC1 inh -4, FAK inh 2, ERa SRC1 pot 110 and CD11b adhes enh -3.
CCOc1ccccc1NC(=O)C(=O)/C=C(\O)c1cc(OC)ccc1OC was read as Mac1 fbg inh -28, PLAP activator 1.5, Ecoli WT expand 14, MT1-MMP txn act 1, ERa SRC1 inh -1, ERb SRC1 inh -24, FAK inh -3, ERa SRC1 pot 158 and CD11b adhes enh 3.
`Cc1ccccc1Cn1c(=O)n(CCCC(=O)NCc2ccco2)c(=O)c2sccc21` gave Mac1 fbg inh 14, PLAP activator 1.6, Ecoli WT expand 1, MT1-MMP txn act 1.2, ERa SRC1 inh 3, ERb SRC1 inh 12, FAK inh 1, ERa SRC1 pot 80 and CD11b adhes enh 0.
Cc1ccccc1-c1ccc(Nc2ccc(C(=O)N3CCOCC3)cc2)nn1 was read as Mac1 fbg inh 7, PLAP activator 1.6, Ecoli WT expand 10, MT1-MMP txn act 1.2, ERa SRC1 inh 18, ERb SRC1 inh -3, FAK inh -1, ERa SRC1 pot 101 and CD11b adhes enh 2.
`O=C(Nc1ccc(Br)cc1)C1CCCN1S(=O)(=O)c1cccs1` (stereo unspecified) gave Mac1 fbg inh 22, PLAP activator 0.8, Ecoli WT expand -7, ERa SRC1 inh -10, ERb SRC1 inh -1, FAK inh 0, ERa SRC1 pot 116[fluorescence artefact?] and CD11b adhes enh -6.
For COC(=O)c1ccc(OCC(O)CN(CC(C)C)CC(C)C)cc1 (stereo unspecified) the results were Mac1 fbg inh -7, PLAP activator 1.7, Ecoli WT expand -2, MT1-MMP txn act 1.1, ERa SRC1 inh 0, ERb SRC1 inh -14, FAK inh -3, ERa SRC1 pot 93 and CD11b adhes enh -1.
For CCC1(CC)N([O-])C(C)=C(c2ccccc2)[N+]1=O the results were Mac1 fbg inh -4, PLAP activator 0.9, Ecoli WT expand -1, MT1-MMP txn act 1.1, ERa SRC1 inh -4, ERb SRC1 inh 4, FAK inh -1, ERa SRC1 pot 107 and CD11b adhes enh 27.
Screening COc1ncnc2c1N[C@@](C)(O)c1c(F)c(F)c(F)c(F)c1S2 returned Mac1 fbg inh -2, PLAP activator 0.9, Ecoli WT expand 3, MT1-MMP txn act 0.9, ERa SRC1 inh 10, ERb SRC1 inh 9, FAK inh -3, ERa SRC1 pot 103 and CD11b adhes enh 3.
`CCC1C2CN(C(C)=O)CC=C2C(C#N)=C(N)C1(C#N)C#N` (stereo unspecified) gave Mac1 fbg inh -5, PLAP activator 0.9, Ecoli WT expand 0, MT1-MMP txn act 0.9, ERa SRC1 inh 0, ERb SRC1 inh -9, FAK inh 1, ERa SRC1 pot 96 and CD11b adhes enh -1.
For CC1CCN(C(=O)Cn2nc(C(F)(F)F)c3c2CCCC3)CC1 the results were Mac1 fbg inh -5, PLAP activator 0.9, Ecoli WT expand 3, MT1-MMP txn act 1.2, ERa SRC1 inh 0[fluorescence artefact?], ERb SRC1 inh 4, FAK inh -5, ERa SRC1 pot 93[fluorescence artefact?] and CD11b adhes enh 1.
For Cc1ccc2c(=O)cc(C(F)F)oc2c1 the results were Mac1 fbg inh 5, PLAP activator 1.3, Ecoli WT expand -1, MT1-MMP txn act 1.1, ERa SRC1 inh 55*[fluorescence artefact?], ERb SRC1 inh 5, FAK inh 4, ERa SRC1 pot 65[fluorescence artefact?] and CD11b adhes enh 0.
`COC(=O)c1ccc(Cc2ccc(C(=O)OC)o2)o1` gave Mac1 fbg inh -9, PLAP activator 1.1, Ecoli WT expand 7, MT1-MMP txn act 1.1, ERa SRC1 inh 10, ERb SRC1 inh -1, FAK inh -2, ERa SRC1 pot 95 and CD11b adhes enh -3.
`CN(c1ccc(C(=O)NCCc2ccccc2)cc1)S(C)(=O)=O` gave Mac1 fbg inh 1, PLAP activator 0.8, Ecoli WT expand -1, MT1-MMP txn act 0.8, ERa SRC1 inh 3[fluorescence artefact?], ERb SRC1 inh 1, FAK inh -4, ERa SRC1 pot 109 and CD11b adhes enh -5.
